# Screening data from PubChem BioAssay.
# NLRP3 yeast inh: NALP3 inhibition in yeast | 330,000 tested, 0.39% active | inhibition, % at 10 µM | Yeast reconstituted NLRP3/ASC/caspase-1, beta-gal luminescence, 24 h | AID 2825;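 active = inhibition of 50% or more; inactive = inhibition below 50%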;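 also: plate controls were induced DMSO wells for no effect and uninduced yeast grown without galactose for full effect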
# Apaf-1 inh: blocks human Apaf-1 apoptosome activity; inhibition, % at 20 µM; O14727; 330,000 tested, 0.71% active; AID 489030; reconstituted apoptosome caspase-3 activity, DEVD-Rh110 fluorescence; active = inhibition of at least 40% at 20 µM;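 also: plate controls were DMSO wells for no effect and DEVD-CHO caspase inhibitor wells for full effect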
#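 System: Apoptosome proteins | Medium: Hepes pH 7.5 with detergent and BSA | Also added: Cytochrome c trigger plus (Z-DEVD)2-Rh110 caspase-3 substrate | Incubation: 30 min compound preincubation, 50 min activation, room temperature | Detection: Rhodamine 110 fluorescence at Ex 480/Em 540 nm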
# tim10-1 inh: inhibits growth of tim10-1 mutant yeast; S. cerevisiae tim10-1 ts strain growth, BacTiter-Glo, 24 h; inhibition, % at 20 µM; 330,000 tested, 2.2% active;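 active = inhibition of at least 40%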;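 also: mutant grown at 25 °C; 0% = DMSO wells with yeast and 100% = wells holding no yeast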
# mIAP activ: mouse IAP activation; muIAP, CDP-Star luminescence, 30 min; hits give high values; 1 = vehicle-only enzyme signal, 0 = enzyme-free wells; activation factor at 10 µM; 330,000 tested, 0.24% active; AID 2805;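 active = activation factor of at least 2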; also: the source names both 10 and 20 µM as test concentration; values of inactives mirror those of a sister screen read the other way
#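 Assay system: mouse IAP enzyme / Compound: DMSO-dissolved test compounds / Timing: 30 min, room temperature / Measured by: luminescence from enzymatic CDP-Star hydrolysis / Control set: DMSO-only wells, enzyme-free buffer wells as negative control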
# ATG4B inh: inhibitors of human ATG4B cysteine protease; Q9Y4P1; AID 504462; ATG4B cleavage of LC3-PLA2, NBD-HPC fluorescence, 1 h; 340,000 tested, 0.51% active; inhibition, % at 8.33 µM; in the data active = inhibition above about 40%
# Target sequence (Q9Y4P1 whole entry, looked up): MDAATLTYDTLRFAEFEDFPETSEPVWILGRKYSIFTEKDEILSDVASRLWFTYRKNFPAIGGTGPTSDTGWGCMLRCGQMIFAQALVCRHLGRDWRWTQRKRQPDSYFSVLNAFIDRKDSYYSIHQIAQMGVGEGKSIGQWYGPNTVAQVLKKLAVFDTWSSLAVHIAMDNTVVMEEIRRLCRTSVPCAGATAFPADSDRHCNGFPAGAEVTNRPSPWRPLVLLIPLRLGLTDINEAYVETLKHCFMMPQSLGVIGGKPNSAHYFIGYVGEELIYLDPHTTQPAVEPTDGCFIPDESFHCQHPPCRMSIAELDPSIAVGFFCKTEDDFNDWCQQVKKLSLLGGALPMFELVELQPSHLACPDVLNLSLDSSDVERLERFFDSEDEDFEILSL
# hIAP act: increases human intestinal alkaline phosphatase activity; purified human IAP, CDP-Star luminescence, 30 min; hits give high values; 1 = vehicle-only enzyme, 0 = enzyme-free background; P09923; 330,000 tested, 0.16% active; activation factor at 10 µM;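 active = activation factor of the enzyme at least 2-fold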; also: the source names both 10 and 20 µM as test concentration; values of inactives mirror those of a sister screen read the other way
# Target sequence (P09923 whole entry, looked up): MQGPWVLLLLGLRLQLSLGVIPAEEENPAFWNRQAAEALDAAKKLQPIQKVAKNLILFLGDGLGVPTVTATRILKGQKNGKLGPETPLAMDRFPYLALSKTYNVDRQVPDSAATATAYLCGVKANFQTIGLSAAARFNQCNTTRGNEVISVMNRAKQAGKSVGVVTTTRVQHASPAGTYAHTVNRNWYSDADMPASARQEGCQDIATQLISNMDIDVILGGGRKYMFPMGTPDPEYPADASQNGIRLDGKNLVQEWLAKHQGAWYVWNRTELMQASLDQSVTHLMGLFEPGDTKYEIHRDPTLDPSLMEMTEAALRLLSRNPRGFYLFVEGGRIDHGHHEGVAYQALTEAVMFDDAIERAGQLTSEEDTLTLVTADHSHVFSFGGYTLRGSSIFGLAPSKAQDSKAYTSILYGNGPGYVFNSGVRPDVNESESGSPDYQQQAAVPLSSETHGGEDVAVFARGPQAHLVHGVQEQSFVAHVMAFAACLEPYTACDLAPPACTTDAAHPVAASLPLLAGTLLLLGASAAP
# TIM10 inh: TIM10 yeast growth inhibition. S. cerevisiae TIM10 strain growth, BacTiter-Glo luminescence, 24 h. inhibition, % at 10 µM. 330,000 tested, 1.4% active;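 active = inhibition of 40% or more at the single tested concentration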;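 also: wild-type TIM10 isogenic control strain grown at permissive 25 °C; 0% = DMSO yeast wells and 100% = minimal medium wells without yeast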
# mIAP block: mouse IAP inhibition. purified mouse IAP, CDP-Star luminescence, 30 min. inhibition, % at 10 µM. 330,000 tested, 0.2% active;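 active = inhibition of at least 40% at 10 µM in the primary screen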;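 also: plate controls were DMSO with enzyme for no effect and no enzyme wells for full effect; values of inactives mirror those of a sister screen read the other way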
# hIAP block: human IAP inhibition | 330,000 tested, 0.12% active | purified IAP, CDP-Star luminescence, 30 min | inhibition, % at 10 µM | P09923;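 active = inhibition reaching a set limit with compound at 10 µM in the primary screen, cut at about 35% in these data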;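 also: plate controls were DMSO wells with enzyme for no effect and no-enzyme buffer wells for full effect; values of inactives mirror those of a sister screen read the other way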
# * = called active by the depositor; · = no result given.
SMILES,NLRP3 yeast inh,Apaf-1 inh,tim10-1 inh,mIAP activ,ATG4B inh,hIAP act,TIM10 inh,mIAP block,hIAP block
O=C(CSc1nnc(NC(=O)c2ccc(F)cc2)s1)NCc1ccco1,-3,-5,1,1,6,0.86,0,-4,14
O=C(NCc1ccccc1Cl)c1ccncc1,5,-7,-7,0.97,-2,0.98,-3,3,2
O=C(O)CCCN=C1CCCc2ccccc2N1,-7,10,7,0.94,-6,1.1,-17,6,-6
CC1CCN(CCCNC(=O)c2nn(C)c3c2CS(=O)(=O)c2ccccc2-3)CC1,4,1,21,0.99,1,1.2,2,1,-17
O=C(Nc1ccon1)c1cc2ccccc2oc1=O,5,-12,4,1,-3,1,-7,-3,-3
CCOc1ccc(N(Cc2cc3ccc(C)cc3[nH]c2=O)C(=O)COC)cc1,5,-2,12,0.94,-2,0.86,-2,6,14
O=C(Nc1nc2ccccc2n1CCN1CCCCC1)c1ccc(Cl)cc1,34,18,-4,1,·,0.77,-2,0,23
CCOc1ccc(S(=O)(=O)NCCC(=O)Nc2ccncc2)cc1,20,5,5,0.96,3,0.89,6,4,12
CC(OC(=O)c1cc2c(s1)CCCCC2)C(=O)NC(N)=O (centres undefined),-4,-1,23,0.99,9,0.95,16,1,5
CCOC(=O)c1csc(NC(=O)CC2CCCC2)n1,-23,9,32,1,0,1.2,-6,-2,-24
Cc1nn2cc(-c3ncc(C(F)(F)F)cc3Cl)cnc2c1Br,25,-1,8,0.9,1,0.87,24,10,13
NC(=O)c1cc(S(=O)(=O)N2CCCCC2)cs1,9,-10,-4,0.97,-7,0.87,-6,3,13
O=C(Cn1ccc([N+](=O)[O-])n1)NCc1ccco1,1,-33,26,1,-6,1.1,7,0,-13
Cn1c(=O)c2c(nc(OCc3cccnc3)n2Cc2ccccc2)n(C)c1=O,-2,7,13,1.1,-1,1.3,-17,-7,-30
O=C(O)C1=C[C@H](c2ccccc2)C[C@H](OCCCCO)O1,9,5,9,1.1,-9,0.93,11,-10,7
COc1cc(NC(=O)n2ncc3cc(Cl)ccc32)cc(OC)c1,20,6,27,1,-9,1.2,3,-3,-21
Cc1cc(C)c2c3c(sc2n1)C(c1cccc(F)c1)C(C#N)=C(N)O3 (centres undefined),14,22,1,1,-17,1.1,0,-4,-11
CCN1CCN(C(=O)c2ccc(Sc3ccccc3Cl)c([N+](=O)[O-])c2)CC1,12,-7,30,0.9,0,1,20,10,-3
CC1CCCCC1NC(=O)c1ccc(S(=O)(=O)NCc2ccco2)cc1 (centres undefined),-1,-13,5,0.99,7,1.2,-3,1,-19
CCOC(=O)C1CCN(C(=O)COC(=O)c2ccc3c(c2)C(=O)N(c2ccc(OCC)cc2)C3=O)CC1,9,4,-6,0.93,-1,0.86,-6,7,14
Cc1ccc(S(=O)(=O)N2CCC(C(=O)NCc3ccccc3CN3CCCC3)CC2)cc1C,14,10,-12,1.2,8,0.96,-3,-20,4
O=S1(=O)CCN(Cc2ccccn2)CC1,14,1,16,1,-7,0.86,-21,-3,14
Cc1ccc(-c2n[nH]c(=O)c3ccccc23)c(C)c1,11,8,21,0.98,-5,0.93,-5,2,7
COC(=O)c1ccc(NCCc2csc(-c3ccc(C)cc3)n2)c([N+](=O)[O-])c1,1,15,9,0.81,-12,0.92,0,19,8
O=C(CN1CCCC1)Nc1c(C(=O)C2CC2)oc2ccccc12,15,-16,-36,0.99,4,0.92,-14,1,8

# Exported field by field: entries from further up.
molecule: O=C(Cn1ccc([N+](=O)[O-])n1)NCc1ccco1
  NLRP3 yeast inh: 1	Apaf-1 inh: -33	tim10-1 inh: 26	mIAP activ: 1	ATG4B inh: -6	hIAP act: 1.1	TIM10 inh: 7	mIAP block: 0	hIAP block: -13

molecule: Cn1c(=O)c2c(nc(OCc3cccnc3)n2Cc2ccccc2)n(C)c1=O
  NLRP3 yeast inh: -2	Apaf-1 inh: 7	tim10-1 inh: 13	mIAP activ: 1.1	ATG4B inh: -1	hIAP act: 1.3	TIM10 inh: -17	mIAP block: -7	hIAP block: -30

molecule: O=C(O)C1=C[C@H](c2ccccc2)C[C@H](OCCCCO)O1
  NLRP3 yeast inh: 9	Apaf-1 inh: 5	tim10-1 inh: 9	mIAP activ: 1.1	ATG4B inh: -9	hIAP act: 0.93	TIM10 inh: 11	mIAP block: -10	hIAP block: 7

# An excerpt from above, showing only tim10-1 inh.
canonical_smiles | tim10-1 inh
O=C(O)CCCN=C1CCCc2ccccc2N1 | 7
CC1CCN(CCCNC(=O)c2nn(C)c3c2CS(=O)(=O)c2ccccc2-3)CC1 | 21
O=C(Nc1ccon1)c1cc2ccccc2oc1=O | 4
CCOc1ccc(N(Cc2cc3ccc(C)cc3[nH]c2=O)C(=O)COC)cc1 | 12
O=C(Nc1nc2ccccc2n1CCN1CCCCC1)c1ccc(Cl)cc1 | -4

# Remaining list, next part
SMILES,NLRP3 yeast inh,Apaf-1 inh,tim10-1 inh,mIAP activ,ATG4B inh,hIAP act,TIM10 inh,mIAP block,hIAP block
O=C(O)c1ccc(Cn2cc(Cl)cn2)cc1,-11,-1,-4,1,-10,1,4,-5,-1
CCCCN(C(=O)CSCC(=O)Nc1cccc(C)c1)c1c(N)n(CCCC)c(=O)[nH]c1=O,7,-1,-10,0.99,-2,1.1,5,1,-10
Cc1ccc(-c2nc(N)c3c(-c4ccc(C)cc4)nn(C(C)(C)C)c3n2)cc1,-20,11,4,0.91,-2,0.94,-8,9,6
COc1ccc(OCC(=O)N2CCN(C(=O)c3ccccc3)CC2)cc1,13,5,22,1.1,2,1.1,-10,-6,-7
CC(C)(CNC(=O)c1sc2cc(F)ccc2c1Cl)N1CCOCC1,28,23,23,1,-14,0.97,7,0,3
COc1ccc2cc(C(=O)C3CCCN(C(=O)c4cc5nc(C)cc(C)n5n4)C3)ccc2c1 (centres undefined),8,3,24,0.95,-23,0.9,2,5,10
O=C(CCN1C(=O)/C(=C\c2ccco2)SC1=S)Nc1ccc(C(=O)O)c(O)c1,26,-4,13,0.44,29,1.2,2,56*,-16
CCOc1ccc(C(=O)Nc2cccc3ncccc23)cc1Br,21,-3,7,0.97,0,0.98,18,3,2
O=C(NCC1CCCO1)c1ccc2c(c1)C(=O)N(c1cccc([N+](=O)[O-])c1)C2=O (centres undefined),13,-2,-14,1.1,5,0.87,-14,-10,13
Cc1cc(-c2[nH]nc3c2C(c2ccc(Cl)cc2)C(C#N)=C(N)O3)c(C)s1 (centres undefined),4,13,17,0.93,1,0.87,8,7,13
COc1ccc(N2CCN(C(=O)c3cc4c(-c5ccc(Cl)cc5)nn(C)c4s3)CC2)cc1,-9,-1,17,1.1,-7,1,-1,-6,-4
Cc1ccc(CSCCNC(=O)c2ccc(NS(C)(=O)=O)cc2)cc1,17,4,-17,0.97,-7,1,-3,3,-4
Cc1cc(C(=O)OCn2nnc3ccccc3c2=O)c(C)o1,39,6,11,1,-11,1.1,5,-5,-12
COc1ccccc1NC(=O)C1=C(C)Nc2nc(-c3cccs3)nn2C1c1cccnc1 (centres undefined),25,1,7,0.94,2,0.98,2,6,2
CCOc1ccc(OCC(=O)OCC(=O)Nc2ccc3[nH]c(=O)[nH]c3c2)cc1,11,9,0,1,2,0.96,-3,-2,4
Cc1cc(S(=O)(=O)NCc2ccccc2)ccc1OCC(=O)NCC1CCCO1 (centres undefined),8,-7,6,0.96,-10,1.1,12,4,-12
CCOC(=O)C1CCN(C(=O)Cn2nc(C)n3c(cc4cc(C)ccc43)c2=O)CC1,22,5,7,1,1,1.2,15,-4,-22
CCCCOc1ccc(S(=O)(=O)N2CCN(C)CC2)cc1,27,-2,21,1.1,1,1,7,-13,0
CCN(CC)c1ccc(NC(=O)CCc2nnc3ccc(N4CCCCC4)nn23)c(C)c1,22,9,-10,0.91,-3,0.81,6,9,19
Cc1ccc2nsnc2c1S(=O)(=O)Nc1ccccc1C(=O)O,18,-6,-4,0.95,-1,1.1,6,5,-9
CC1CCN(c2nc3ccccc3nc2N2CCC(C)CC2)CC1,10,-2,-24,1.1,·,1.1,-9,-8,-11
COc1ccc(-c2ccccc2)c2oc(-c3ccco3)cc(=O)c12,27,4,12,0.97,2,0.78,-24,3,22
Cc1cccc[n+]1CC(=O)c1ccc(NC(=O)c2ccccc2)cc1,7,3,8,1.1,-1,0.9,14,-12,10
Cc1cccc(NC(=O)CSc2nnc(-c3ccc(S(=O)(=O)N4CCCC4)cc3)o2)c1,6,-2,14,0.83,-3,0.95,5,17,5
O=C(O)C1CC(O)CN1c1nc(Cl)ccc1[N+](=O)[O-] (centres undefined),4,22,-7,0.68,-8,0.92,4,32,8

# An excerpt of these results, bar-delimited:
canonical_smiles | NLRP3 yeast inh | Apaf-1 inh | tim10-1 inh | mIAP activ | ATG4B inh | hIAP act | TIM10 inh | mIAP block | hIAP block
Cc1cc(-c2[nH]nc3c2C(c2ccc(Cl)cc2)C(C#N)=C(N)O3)c(C)s1 (centres undefined) | 4 | 13 | 17 | 0.93 | 1 | 0.87 | 8 | 7 | 13
CCN(CC)c1ccc(NC(=O)CCc2nnc3ccc(N4CCCCC4)nn23)c(C)c1 | 22 | 9 | -10 | 0.91 | -3 | 0.81 | 6 | 9 | 19
O=C(O)C1CC(O)CN1c1nc(Cl)ccc1[N+](=O)[O-] (centres undefined) | 4 | 22 | -7 | 0.68 | -8 | 0.92 | 4 | 32 | 8

# More entries:
SMILES,NLRP3 yeast inh,Apaf-1 inh,tim10-1 inh,mIAP activ,ATG4B inh,hIAP act,TIM10 inh,mIAP block,hIAP block
O=c1c2ccccc2nc(-c2ccc([N+](=O)[O-])cc2)n1O,58*,-4,37,0.98,-6,0.91,30,2,9
COc1ccc2c(=O)c(C(=O)NCCc3ccccc3)c[nH]c2c1,-1,9,6,1,-5,1,-2,-3,-4
Cc1ccc(C(=O)OCn2nnc3ccccc3c2=O)cc1[N+](=O)[O-],14,7,-14,0.96,-1,1.1,-10,4,-10
CC1CCN(C(=S)NCCc2ccccc2)CC1,25,-13,13,1,0,0.86,4,-1,14
O=S(=O)(c1ccc(Nc2ccc3c(c2)OCO3)nc1)N1CCOCC1,-39,7,31,1.1,-2,1,23,-7,-1
Cc1ccc(OC(=O)c2cccc(C(=O)Oc3ccc(C)cn3)n2)nc1,3,4,12,0.93,·,0.94,3,7,6
CCOC(=O)c1c(NC(=O)CN2C(=O)NC3(CCCCC3C)C2=O)sc(C(=O)N(C)C)c1C (centres undefined),11,-3,6,0.99,-9,0.89,-5,1,11
C/C(=N\Nc1nc(N)cc(Cl)n1)c1cccc([N+](=O)[O-])c1,-1,-16,16,0.89,-2,0.81,3,11,19
CCOC(=O)N1CCN(Cc2nc(Cc3cccc(C(F)(F)F)c3)no2)CC1,14,-4,15,0.92,3,1.1,4,8,-9
CN(C)c1ccc(NC(=O)c2ccc3c(c2)nnn3C)cc1,-5,-17,7,0.94,-8,0.85,3,6,14
COc1ccc(Cl)cc1NC(=O)CN(C)C(=O)Cn1c(=O)oc2ccccc21,13,11,9,1.1,-11,1.2,15,-5,-24
O=C(NCCc1ccccc1)C(=O)NCC1OCCCN1S(=O)(=O)c1ccc(F)cc1 (centres undefined),4,-10,5,0.99,-1,1.3,-1,1,-26
